MsrA inhibitor – inhibitors of bovine MsrA | purified bovine MsrA, absorbance read-out | inhibition, % at 15.5 µM | 0.75% of 360,000 active; in the data active means inhibition above about 4.5%;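 further: 0% = vehicle wells with enzyme and 100% = reference inhibitor wells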
E coli Lon inh – inhibitors of E. coli Lon protease | 0.42% of 360,000 active | inhibition, % at 7.94 µM | purified E. coli Lon protease, fluorescence polarization | P0A9M0 | AID 602123; in the data active means inhibition above about 13%, passing the limit was not always enough;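 further: 0% = enzyme with probe and DMSO and 100% = no enzyme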
Neddylation inh – cullin neddylation inhibition; P61081+Q13564; TR-FRET cullin neddylation, biochemical; calls only at 25 µM; 0.58% of 360,000 active; in the data active means inhibition above about 36%
Target sequence (P61081 whole entry, looked up): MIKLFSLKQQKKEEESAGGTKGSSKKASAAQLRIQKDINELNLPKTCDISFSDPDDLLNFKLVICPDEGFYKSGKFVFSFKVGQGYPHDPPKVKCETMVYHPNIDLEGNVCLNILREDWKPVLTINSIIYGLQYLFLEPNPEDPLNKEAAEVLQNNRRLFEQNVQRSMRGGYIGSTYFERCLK
Target sequence (Q13564 whole entry, looked up): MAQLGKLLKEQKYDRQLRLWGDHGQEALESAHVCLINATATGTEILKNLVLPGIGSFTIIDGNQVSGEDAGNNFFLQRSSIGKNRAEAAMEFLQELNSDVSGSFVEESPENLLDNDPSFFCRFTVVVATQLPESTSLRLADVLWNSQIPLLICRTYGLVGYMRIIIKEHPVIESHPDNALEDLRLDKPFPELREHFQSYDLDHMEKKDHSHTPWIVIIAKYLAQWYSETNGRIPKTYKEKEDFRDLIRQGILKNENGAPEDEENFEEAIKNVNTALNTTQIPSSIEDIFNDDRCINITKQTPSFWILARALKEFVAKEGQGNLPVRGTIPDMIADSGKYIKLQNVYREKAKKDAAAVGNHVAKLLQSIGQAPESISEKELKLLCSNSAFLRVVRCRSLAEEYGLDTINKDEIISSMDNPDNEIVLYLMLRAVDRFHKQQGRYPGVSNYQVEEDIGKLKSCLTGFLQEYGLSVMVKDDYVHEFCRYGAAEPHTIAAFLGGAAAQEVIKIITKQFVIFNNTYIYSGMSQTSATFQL
MT1-MMP act inh – MT1-MMP (human) activation inhibition; P50281; HT1080 RFP-PRO-GFP cells, GFP/RFP ratio fluorescence, overnight; percent of plate control window, DMSO zero; AID 651647; GFP/RFP ratio change, % at 20 µM; 0.061% of 360,000 active;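 active means GFP/RFP ratio change of at least 30% with cell ATP level not reduced by more than half and red fluorescence within 50% of control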; further: strong numbers were not always called active
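system = RFP-PRO-GFP reporter HT1080 cells | dosing = 20 µM single dose, 1% DMSO | timing = overnight cell settling, then overnight compound exposure, 37 °C, 5% CO2 | read-out basis = GFP/RFP fluorescence ratio | controls = DMSO and RFP-L50D-GFP cell wells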
CendR NRP1 mod – NRP-1/CendR interaction modulation. FAM-RPARPAR peptide binding to NRP-1, fluorescence polarization. inhibition, % at 25 µM. 0.85% of 360,000 active;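 active means inhibition or corrected inhibition above about 18%, plus a signal ratio from 0.5 to 1.5, limit read from the data, passing the limit was not always enough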; further: strong numbers were not always called active
FAS TE block – blocks the thioesterase domain of human fatty acid synthase; inhibition, % at 15 µM; P49327; 0.67% of 360,000 active; recombinant FAS-TE, OMFH fluorogenic substrate, fluorescence endpoint;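 active means compounds whose normalised, plate-corrected inhibition of enzyme fluorescence in the single-dose primary screen is 50% or more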;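 further: 0% = DMSO with enzyme and 100% = substrate without enzyme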
SKN-1 inh – C. elegans SKN-1 inhibition; AID 624304; 0.49% of 360,000 active; inhibition, % at 21.8 µM; C. elegans VP596 Pgst-4::GFP/RFP ratio, acrylamide-induced, 24 h;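 active means interference check ratio from 0.5 to 1.5 plus GFP to RFP signal ratio inhibition reaching or exceeding a fixed threshold, cut at about 30% in these data, passing the limit was not always enough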; further: some compounds called inactive have numbers as strong as hits
MsrA act – bovine methionine sulfoxide reductase A activation. AID 602163. purified bovine MsrA, absorbance read-out. 0.3% of 360,000 active. activation, % at 10.6 µM; in the data active means activation above about 7.5%;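 further: 0% = vehicle and 100% = reference activator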
Rin1 Abl inh – human Rin1-Abl interaction inhibition. inhibition, % at 7.35 µM. TR-FRET Rin1/Abl binding, biochemical. 0.4% of 360,000 active; in the data active means inhibition above about 5%, passing the limit was not always enough
Active calls of the source: *; i = inactive; . = not tested or not shown.

Abbreviations: A = MsrA inhibitor; B = E coli Lon inh; C = Neddylation inh; D = MT1-MMP act inh; E = CendR NRP1 mod; F = FAS TE block; G = SKN-1 inh; H = MsrA act; I = Rin1 Abl inh
> CN1CCN(c2ccc(NC(=O)c3cc(Cl)c4c(c3)OCCO4)cc2)CC1
  A = -0.2 | B = -3 | C = i | D = 0 | E = -7 | F = -4 | G = -1 | H = -4 | I = 4
> O=C(NC(=S)N(CCO)Cc1ccccc1)c1ccc(F)cc1Cl
  A = 4.2 | B = -8 | C = i | D = 0 | E = 15 | F = -2 | G = -6 | H = -2 | I = 0
> CSc1n[nH]c(-c2sccc2OCc2ccc(C)cc2)n1
  A = 1.2 | B = -10 | C = i | D = -2 | E = -14 | F = 7 | G = 0 | H = 0 | I = 5
> S=C(NCCCCNC(=S)NCc1ccccc1)NCc1ccccc1
  A = -0.7 | B = 3 | C = i | D = 4 | E = -5 | F = 6 | G = 13 | H = 2 | I = 3
> COc1ccc(-c2csc(N(CCCN(C)C)C(=O)c3ccccc3F)n2)cc1
  A = 0.5 | B = -3 | C = i | D = -8 | E = 2 | F = -1 | G = -9 | H = 2 | I = -3
> Cc1ccccc1C(=O)N1CCCC(N2CCN(Cc3ccc4c(c3)OCO4)CC2)C1 (centres undefined)
  A = -0.6 | B = 0 | C = i | D = 0 | E = 0 | F = -5 | G = 14 | H = -4 | I = -2
> CCc1c(C)sc(NC(=O)C2CC2)c1C(=O)OC(C)C
  A = -0.1 | B = 1 | C = i | D = -7 | E = 9 | F = 14 | G = -1 | H = -3 | I = -3
> COc1ccc(CC2(CO)COc3ccccc3C2=O)cc1 (centres undefined)
  A = -0.7 | B = 3 | C = i | D = -3 | E = -1 | F = -2 | G = 5 | H = -2 | I = -4
> COc1ccccc1C(=O)NCCN1CCCC1
  A = 0.7 | B = -11 | C = i | D = 1 | E = -12 | F = -8 | G = -6 | H = 0 | I = -4
> O=C(CC(Nc1cccc(Cl)c1Cl)C(=O)OCC(=O)c1cccs1)c1ccccc1 (centres undefined)
  A = -1.2 | B = 0 | C = i | D = -2 | E = 0 | F = 37 | G = 6 | H = 1 | I = -2
> O=C(NCc1ccc2c(c1)OCO2)c1ccc(C2SCC(=O)N2Cc2ccco2)cc1 (centres undefined)
  A = 0.1 | B = -4 | C = i | D = 9 | E = 0 | F = 59* | G = 2 | H = -3 | I = -5
> CC(C)CCN1C(=O)CSCC1(C)C(=O)NCc1ccccc1 (centres undefined)
  A = 0.0 | B = . | C = i | D = 1 | E = -28 | F = . | G = -8 | H = . | I = .
> COc1ccccc1N1CC(C(=O)Nc2cccc(C(=O)O)c2)CC1=O (centres undefined)
  A = 0.6 | B = 1 | C = i | D = 2 | E = -4 | F = -8 | G = -9 | H = -7 | I = 2
> Cc1oc(-c2cc(Cl)cc(Cl)c2)cc1C(=O)NCCc1ccccc1
  A = -0.6 | B = -3 | C = i | D = -3 | E = 5 | F = 18 | G = 14 | H = -8 | I = 1
> COc1ccc2c(-c3ccccc3)cc(SCC(N)=O)nc2c1
  A = 2.5 | B = -16 | C = i | D = -31 | E = -120 | F = -36 | G = 23 | H = -4 | I = -4
> CCCn1c(SCC(=O)N2CCCc3ccccc32)nc2c1c(=O)n(C)c(=O)n2C
  A = -0.8 | B = -1 | C = i | D = 17 | E = 14 | F = 0 | G = -20 | H = 0 | I = 2
> CCOc1ccc(N(CC(=O)NCCSCc2ccccc2Cl)S(C)(=O)=O)cc1
  A = 0.4 | B = 7 | C = i | D = -2 | E = 6 | F = 9 | G = 6 | H = -4 | I = 0
> COc1ccc(C(=O)N[C@H](C(=O)NCc2ccc(C)cc2)C(C)C)cc1
  A = 0.1 | B = 4 | C = i | D = -7 | E = -4 | F = 5 | G = 10 | H = -2 | I = 0
> COc1ccccc1CCC(=O)Oc1ccc(C#N)cc1OC
  A = 1.7 | B = 16 | C = i | D = 0 | E = -3 | F = 10 | G = 3 | H = -9 | I = -1
> COc1c(Cl)ccc(Cl)c1C(=O)OCC(=O)O
  A = -0.4 | B = -7 | C = i | D = 2 | E = -5 | F = -10 | G = -7 | H = -14 | I = -1
> Cc1nc(Cl)cc(N/N=C/c2ccccc2)n1
  A = 0.8 | B = 1 | C = i | D = 8 | E = 4 | F = 1 | G = 7 | H = -2 | I = -2
> O=C(COC(=O)C1CCC(=O)N1)Nc1cc(Cl)ccc1Cl (centres undefined)
  A = 0.5 | B = 0 | C = i | D = -1 | E = 1 | F = -7 | G = 10 | H = -2 | I = -3
> O=C1C=C(O)C(n2cncn2)C(c2cc(F)ccc2F)C1 (centres undefined)
  A = 0.1 | B = -8 | C = i | D = 3 | E = 8 | F = -5 | G = 9 | H = -3 | I = -2
> O=C(CCN1C(=O)c2ccccc2S1(=O)=O)Nc1ccc(C(=O)O)cc1
  A = -1.5 | B = -10 | C = i | D = 2 | E = -3 | F = -4 | G = -14 | H = -1 | I = 1
> O=C(Nc1ccccc1N1CCOCC1)c1ccc2ccccc2c1
  A = -1.0 | B = -6 | C = i | D = -3 | E = 4 | F = 12 | G = -5 | H = -4 | I = -1
> CCOc1ccc(-n2c(C)nnc2SCC(=O)N(CC)CC)cc1
  A = 2.2 | B = -7 | C = i | D = 4 | E = 0 | F = -10 | G = -1 | H = -1 | I = 0
> CCOC(=O)c1c(C)[nH]c(C(=O)OCC(=O)NCc2ccccc2)c1C
  A = 0.9 | B = -5 | C = i | D = 3 | E = -18 | F = -7 | G = 5 | H = -2 | I = -1
> Cn1c(=O)c2[nH]c(SCc3cccnc3)nc2n(C)c1=S
  A = 0.2 | B = -7 | C = i | D = 0 | E = 16 | F = -8 | G = 1 | H = -4 | I = 6
> N#Cc1cc(C(=O)c2ccccc2O)cn(-c2ccc(Cl)cc2)c1=O
  A = 3.0 | B = -24 | C = i | D = -26 | E = -41 | F = 14 | G = 5 | H = -6 | I = 2
> COc1ccccc1C(=O)Nc1nnc(S(=O)(=O)N2CCN(c3ccc(F)cc3)CC2)s1
  A = -0.1 | B = -4 | C = i | D = 2 | E = 7 | F = 25 | G = 2 | H = -2 | I = 0
> CC(C)c1ccc(S(=O)(=O)N2CCC(C(=O)NCC3(N(C)C)CCCCC3)CC2)cc1
  A = -0.2 | B = 0 | C = i | D = 1 | E = -3 | F = 0 | G = 5 | H = 3 | I = 1
> COc1cc(/C=N/NC(=O)c2cc(-c3ccccc3OC(C)C)nc3ccccc23)ccc1O
  A = 3.6 | B = -11 | C = i | D = 1 | E = -8 | F = 14 | G = 3 | H = 0 | I = 0
> C/C(=N\NC(=O)CN(c1ccccc1)S(C)(=O)=O)c1ccccc1O
  A = -0.2 | B = -2 | C = i | D = 3 | E = -2 | F = 3 | G = -6 | H = -5 | I = -3
> O=S(=O)(Cc1cc(Cl)nc(-c2cccnc2)n1)c1ccccc1
  A = . | B = 2 | C = i | D = -3 | E = 1 | F = -4 | G = -16 | H = -4 | I = 1
> NC(=O)c1cccnc1Oc1ccccc1
  A = -0.4 | B = -1 | C = i | D = -3 | E = -14 | F = 1 | G = -4 | H = -4 | I = -1
> O=C(OC1CCOC1=O)c1ccccc1C(=O)c1ccc(Cl)c([N+](=O)[O-])c1 (centres undefined)
  A = . | B = -14 | C = i | D = -1 | E = 3 | F = 0 | G = -4 | H = -7 | I = -3
> COc1ccc(CNCCS(=O)(=O)NC2CCCC2)cc1
  A = -0.1 | B = -11 | C = i | D = 6 | E = 2 | F = -5 | G = 15 | H = -2 | I = 1
> COc1ccc(C2C(=O)N(C3CCCCC3)CC(=O)N2C2CCCC2)cc1 (centres undefined)
  A = 0.1 | B = 8 | C = i | D = 2 | E = -6 | F = -3 | G = -1 | H = -3 | I = 3
> CCCC(=O)Nc1ccc(C(=O)NCC(=O)OCC)cc1
  A = 0.5 | B = -6 | C = i | D = 0 | E = -1 | F = -1 | G = 14 | H = -4 | I = -2
> CC1CC(C)(C)NC(=S)N1CC(=O)N1CCN(Cc2ccc3c(c2)OCO3)CC1 (centres undefined)
  A = 1.6 | B = -2 | C = i | D = 3 | E = -2 | F = -1 | G = -5 | H = -4 | I = -10
> COc1cc(/C=C/c2noc(-c3ccccc3O)n2)ccc1OC(C)=O
  A = -0.1 | B = 12 | C = i | D = 0 | E = 9 | F = 0 | G = -12 | H = -10 | I = 0
> Oc1ccccc1CN1CCC(C(O)(c2ccccc2)c2ccccc2)CC1
  A = -0.2 | B = 7 | C = i | D = -7 | E = -8 | F = -13 | G = 3 | H = -2 | I = 3
> CCCC(C(=O)NCc1ccco1)N(CC1CCCO1)C(=O)CNS(=O)(=O)c1ccc(F)cc1 (centres undefined)
  A = 1.6 | B = 10 | C = i | D = -1 | E = -3 | F = -4 | G = 6 | H = -3 | I = 2
> CC(=O)c1sc(NC(=O)c2ccc(C)cc2)nc1C
  A = 1.1 | B = -3 | C = i | D = -9 | E = 11 | F = -1 | G = -23 | H = -2 | I = 1
> CCN1CCN(S(=O)(=O)c2ccc(OC)cc2)CC1
  A = -0.3 | B = -8 | C = i | D = -1 | E = 7 | F = -5 | G = -3 | H = -2 | I = 2

Random excerpt: three compounds from above
Abbreviations: A = MsrA inhibitor; B = E coli Lon inh; C = Neddylation inh; D = MT1-MMP act inh; E = CendR NRP1 mod; F = FAS TE block; G = SKN-1 inh; H = MsrA act; I = Rin1 Abl inh
> CCCC(=O)Nc1ccc(C(=O)NCC(=O)OCC)cc1
  A = 0.5 | B = -6 | C = i | D = 0 | E = -1 | F = -1 | G = 14 | H = -4 | I = -2
> CCCC(C(=O)NCc1ccco1)N(CC1CCCO1)C(=O)CNS(=O)(=O)c1ccc(F)cc1 (centres undefined)
  A = 1.6 | B = 10 | C = i | D = -1 | E = -3 | F = -4 | G = 6 | H = -3 | I = 2
> CC1CC(C)(C)NC(=S)N1CC(=O)N1CCN(Cc2ccc3c(c2)OCO3)CC1 (centres undefined)
  A = 1.6 | B = -2 | C = i | D = 3 | E = -2 | F = -1 | G = -5 | H = -4 | I = -10

(further entries)
Abbreviations: A = MsrA inhibitor; B = E coli Lon inh; C = Neddylation inh; D = MT1-MMP act inh; E = CendR NRP1 mod; F = FAS TE block; G = SKN-1 inh; H = MsrA act; I = Rin1 Abl inh
> CCn1c(SCC(=O)NC(C)C(C)C)nc2cc(S(=O)(=O)N3CCOCC3)ccc21 (centres undefined)
  A = 0.4 | B = -2 | C = i | D = 0 | E = 15 | F = -8 | G = -15 | H = 1 | I = -2
> CCOc1ccc(C(CC(=O)O)NC(=O)c2ccco2)cc1OC (centres undefined)
  A = 0.5 | B = -5 | C = i | D = 5 | E = -2 | F = -4 | G = -9 | H = 2 | I = 0
> CCOC(=O)c1ccccc1C(=O)N1CCOCCOCCOCC1
  A = 0.9 | B = -9 | C = i | D = 0 | E = 1 | F = -9 | G = 10 | H = -7 | I = 3
> O=C(c1cc(-c2ccccc2)nc2ccccc12)N1CCOCC1
  A = 2.0 | B = -7 | C = i | D = -2 | E = -9 | F = -2 | G = 7 | H = -1 | I = -3
> O=C(Nc1ccccc1)N(CCCN1CCOCC1)Cc1cccs1
  A = -0.5 | B = 1 | C = i | D = 0 | E = 4 | F = -7 | G = 1 | H = -6 | I = 7
> COc1ccccc1C(=O)Nc1ccnn1C1CCN(C(C)CSC)CC1 (centres undefined)
  A = -0.3 | B = -4 | C = i | D = -6 | E = 6 | F = -8 | G = 4 | H = -3 | I = 2
> Cc1ccc(Cn2cc(S(=O)(=O)c3ccc(Cl)cc3)c(=O)c3cc(F)ccc32)cc1
  A = 0.1 | B = 2 | C = i | D = -2 | E = -5 | F = 3 | G = 3 | H = -1 | I = 0
> O=c1c2ccccc2nc2c3ccccc3c(NCc3ccco3)nn12
  A = 1.2 | B = 2 | C = . | D = 7 | E = -5 | F = 2 | G = -6 | H = -3 | I = -4
> COc1ccc(N2CCN(C(=O)CSc3nnc4c(C)cc5c(C)cc(C)cc5n34)CC2)cc1
  A = 1.2 | B = -2 | C = i | D = -2 | E = 11 | F = 9 | G = 13 | H = -4 | I = -6
> CCCCc1nnc(NC(=O)COC)s1
  A = 2.6 | B = 1 | C = i | D = -1 | E = 10 | F = -4 | G = 4 | H = -3 | I = 0
> C=CCn1c(SCC(=O)Nc2ccccc2C)nc(O)cc1=O
  A = 0.6 | B = 8 | C = i | D = 0 | E = -1 | F = -10 | G = 3 | H = -10 | I = -7

Screening results: PubChem BioAssay, several laboratories
